MIN6 prolif: induces beta-cell replication in MIN6 cells; MIN6 cells proliferation, ATPlite luminescence, 48 h; cells starved in 0.2% serum; 100% = growth in 10% serum; proliferation, % at 10 µM; 0.29% of 330,000 active; AID 2380;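 active = compounds whose signal lies at least 3.5 SD above the mean of all wells on their plate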;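 note: 0% = DMSO-treated cells in low-serum medium and 100% = 10% serum control; some compounds called inactive have numbers as strong as hits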
hIAP block: human IAP inhibition; inhibition, % at 10 µM; purified IAP, CDP-Star luminescence, 30 min; 0.12% of 330,000 active; P09923;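 active = inhibition reaching a set limit with compound at 10 µM in the primary screen, cut at about 35% in these data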;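 note: plate controls were DMSO wells with enzyme for no effect and no-enzyme buffer wells for full effect; values of inactives mirror those of a sister screen read the other way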
Target sequence (P09923 whole entry, looked up): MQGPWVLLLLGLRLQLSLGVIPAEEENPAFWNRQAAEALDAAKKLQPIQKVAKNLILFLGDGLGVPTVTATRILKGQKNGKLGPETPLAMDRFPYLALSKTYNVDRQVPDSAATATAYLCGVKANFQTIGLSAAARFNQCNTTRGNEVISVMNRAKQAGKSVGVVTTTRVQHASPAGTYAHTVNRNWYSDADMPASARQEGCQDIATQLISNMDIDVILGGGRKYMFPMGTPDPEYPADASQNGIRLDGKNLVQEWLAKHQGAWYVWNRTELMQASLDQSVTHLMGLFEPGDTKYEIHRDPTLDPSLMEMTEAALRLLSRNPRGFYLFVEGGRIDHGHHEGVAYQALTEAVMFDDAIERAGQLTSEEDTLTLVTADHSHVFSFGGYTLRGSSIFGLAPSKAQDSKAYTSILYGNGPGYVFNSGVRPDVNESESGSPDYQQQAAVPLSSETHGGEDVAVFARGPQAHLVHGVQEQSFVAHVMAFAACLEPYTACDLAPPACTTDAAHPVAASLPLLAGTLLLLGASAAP
NR3A LBD binder: modulates the human NR3A ligand-binding domain. 2.5% of 340,000 active. Tm shift relative to glycine control, % at 25 µM. NR3A LBD differential scanning fluorimetry, Tm shift; 0% = protein alone, 100% = glycine-bound protein;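 active = melting temperature shift of at least 10% of the positive control shift, at one fixed dose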
APOBEC3A inh: inhibitors of human APOBEC3A DNA deaminase. recombinant A3A, FAM/TAMRA ssDNA deamination fluorescence. P31941. 0.41% of 330,000 active. inhibition, % at 20 µM;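 active = at least 40% inhibition at 20 µM here, with at most 30% in a related deaminase screen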;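 note: plate controls were A3A with DMSO for no effect and wells lacking A3A enzyme for full effect; some results filed as inactive read as strong as hits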
Target sequence (P31941 whole entry, looked up): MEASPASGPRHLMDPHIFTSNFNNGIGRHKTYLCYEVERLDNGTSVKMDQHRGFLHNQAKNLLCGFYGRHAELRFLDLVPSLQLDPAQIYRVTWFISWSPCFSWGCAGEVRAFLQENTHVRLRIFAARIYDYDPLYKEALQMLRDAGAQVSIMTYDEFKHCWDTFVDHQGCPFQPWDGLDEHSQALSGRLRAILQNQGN
A3G deaminase: APOBEC3G (human) deaminase inhibition | recombinant A3G, ssDNA deamination FAM/TAMRA fluorescence | AID 493012 | inhibition, % at 20 µM | 0.28% of 330,000 active | Q9HC16;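 active = inhibition of at least 40% at 20 µM, with no more than 30% in the related APOBEC3A deaminase screen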;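 note: plate controls were DMSO wells with A3G for no effect and wells lacking A3G enzyme for full effect; some compounds called inactive have numbers as strong as hits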
mIAP inh: mouse IAP inhibition; 0.2% of 330,000 active; purified mouse IAP, CDP-Star luminescence, 30 min; inhibition, % at 10 µM;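 active = inhibition of at least 40% at 10 µM in the primary screen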;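 note: plate controls were DMSO with enzyme for no effect and no enzyme wells for full effect; values of inactives mirror those of a sister screen read the other way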
MPTP inh: inhibitors of mitochondrial permeability transition pore; isolated mouse mitochondria, Ca2+ swelling absorbance, 30 min; inhibition, % at 10 µM; 1.4% of 360,000 active;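 active = inhibition of 50% or more, scaled per plate between neutral and stimulator controls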;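 note: 0% = DMSO wells given calcium and 100% = 1 mM EGTA wells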
hIAP act: increases human intestinal alkaline phosphatase activity | P09923 | purified human IAP, CDP-Star luminescence, 30 min; hits give high values; 1 = vehicle-only enzyme, 0 = enzyme-free background | activation factor at 10 µM | 0.16% of 330,000 active | AID 2524;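 active = activation factor of the enzyme at least 2-fold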; note: the source names both 10 and 20 µM as test concentration; values of inactives mirror those of a sister screen read the other way
mIAP act: increases mouse intestinal alkaline phosphatase activity. muIAP, CDP-Star luminescence, 30 min; hits give high values; 1 = vehicle-only enzyme signal, 0 = enzyme-free wells. activation factor at 10 µM. 0.24% of 330,000 active;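 active = activation factor of at least 2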; note: the source names both 10 and 20 µM as test concentration; values of inactives mirror those of a sister screen read the other way
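System: mouse IAP enzyme. Reagent: CDP-Star chemiluminescent phosphatase substrate. Benchmarks: DMSO wells, no-enzyme wells. Times: 30 min enzyme-substrate-compound incubation at room temperature. Detection: luminescence from enzymatic CDP-Star hydrolysis. Doses: test compounds delivered from DMSO solution.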
The depositor's hits bear a star; · = no result given.

SMILES | MIN6 prolif | hIAP block | NR3A LBD binder | APOBEC3A inh | A3G deaminase | mIAP inh | MPTP inh | hIAP act | mIAP act
O=C(Nc1ccc(O)cc1)c1ccccc1OCc1ccccc1 | 3 | -4 | -1 | -2 | -3 | -8 | -0.2 | 1 | 1.1
CC(C)c1ccc2c(c1)C1Cc3ccccc3C1N2 (centres undefined) | -3 | -2 | -23 | 6 | 1 | 1 | 2.5 | 1 | 0.99
Cc1ccc2c(CN3CCN(S(=O)(=O)c4ccccc4C(F)(F)F)CC3)cc(=O)oc2c1C | 1 | 6 | 2 | 8 | 0 | 5 | 1.3 | 0.94 | 0.95
CC(C)OC(=O)CSc1nc2c(cc1C#N)CCCCC2 | 2 | -7 | 6 | -1 | -11 | -18 | -0.2 | 1.1 | 1.2
Cc1ccc(Cn2nc(C)c(/C=N/NC(=O)c3cccnc3)c2C)cc1 | -2 | -5 | -2 | -3 | -10 | 2 | 0.2 | 1.1 | 0.98
O=C1CC(c2cccc(Cl)c2)Cc2nc(N3CCOCC3)ncc21 (centres undefined) | 0 | 30 | -1 | -4 | -4 | 1 | 0.1 | 0.7 | 0.99
CC1CCN(C(=O)COC(=O)CCCN2C(=O)c3cccc4cccc(c34)C2=O)CC1 | -2 | -33 | 0 | 4 | 0 | 2 | -0.8 | 1.3 | 0.98
CCCn1c(SCCN2CCOCC2)nc2c1c(=O)n(C)c(=O)n2C | 4 | -7 | 2 | -6 | -8 | -9 | -0.5 | 1.1 | 1.1
N#C/C(=C\c1cccc(Br)c1)C(=O)N1CCCCC1 | 0 | 1 | -1 | -3 | -3 | 8 | -2.0 | 0.99 | 0.92
COc1cc(C2C3=C(CCCC3=O)Nc3[nH]n(-c4ccccc4)c(=O)c32)ccc1OC(C)=O (centres undefined) | -1 | 1 | 0 | -4 | -7 | 0 | 0.5 | 0.99 | 1
C=CCn1cc(C(=O)NCCCOC)c(=O)c2cc(S(=O)(=O)N3CCC(C)CC3)ccc21 | -1 | 4 | 3 | -3 | -4 | 13 | -3.0 | 0.96 | 0.87
O=C(CN1CCN(Cc2ccc(F)cc2)C1=O)NCc1cccs1 | -1 | -4 | 0 | -5 | -12 | 1 | -0.8 | 1 | 0.99
NNC(=O)c1cc2c(ccc3ccccc32)o1 | -1 | -2 | -2 | -2 | -7 | -7 | -1.2 | 1 | 1.1
CCOc1cc(NC(=S)NCCCN2CCOCC2)c(OCC)cc1NC(=O)c1cccs1 | -3 | -1 | -2 | 2 | 0 | -13 | 0.5 | 1 | 1.1
O=C(c1cc(=O)c2cc(Cl)ccc2o1)N1CCN(Cc2ccccc2)CC1 | 1 | 2 | -2 | -4 | -11 | 10 | -0.9 | 0.98 | 0.9
COc1ccc(C(CCN2CCN(c3ccccc3)CC2)c2c(OC)cc(OC)c3c(-c4ccccc4)cc(=O)oc23)cc1 (centres undefined) | -4 | 17 | -2 | 1 | 0 | 5 | 2.3 | 0.83 | 0.95
O=C(COC(=O)c1cc2ccccc2cc1O)NC(=O)NCc1ccco1 | 0 | 2 | -6 | 0 | 0 | -3 | 1.0 | 0.98 | 1
Nc1ccc2nc(COc3ccccc3)[nH]c2c1 | -1 | 20 | 1 | 2 | -3 | 7 | 0.3 | 0.8 | 0.93
Cc1ccc(NC(=S)N(CCN(C)C)Cc2cc3cc(C)ccc3[nH]c2=O)cc1 | -5 | -6 | -2 | -3 | -7 | 1 | -0.2 | 1.1 | 0.99
CCCCC1CCC(C(=O)N(CCOC)c2c(N)n(CC(C)C)c(=O)[nH]c2=O)CC1 (centres undefined) | 8 | -8 | -2 | 4 | -2 | -11 | 0.2 | 1.1 | 1.1
Cc1sc2ncn(CC(=O)Nc3ccccc3F)c(=O)c2c1-c1ccccc1 | -3 | -1 | -1 | 5 | -8 | -4 | 0.4 | 1 | 1
O=C1CC(c2ccccc2)CN1C(=O)c1cccc([N+](=O)[O-])c1 (centres undefined) | 3 | -2 | -2 | -1 | -4 | 8 | -0.7 | 1 | 0.92
CCOc1ccc(-c2cc(C(=O)N/N=C(\C)c3cccnc3)c3ccccc3n2)c(OCC)c1 | 7 | -9 | -2 | 3 | -3 | 8 | 0.0 | 1.1 | 0.92
COc1ccccc1NC(=O)c1ccccc1NC(=O)c1ccccn1 | 0 | -2 | 0 | -3 | -7 | 4 | -0.8 | 1 | 0.96
c1ccc2c(CCN3CCNC[C@H]3Cc3cccc4ccccc34)cccc2c1 | -6 | 13 | -4 | -2 | -3 | 6 | -0.5 | 0.87 | 0.94
SMILES | MIN6 prolif | hIAP block | NR3A LBD binder | APOBEC3A inh | A3G deaminase | mIAP inh | MPTP inh | hIAP act | mIAP act
FC(F)Oc1ccc(NC(=S)NNc2ccnc3cc(Cl)ccc23)cc1 | -2 | 10 | 4 | -1 | -10 | 7 | 101* | 0.9 | 0.93
CCOc1cc2[nH]c(=S)n(CCCOC)c(=O)c2cc1OCC | 2 | -11 | 0 | 0 | -3 | -1 | -3.3 | 1.1 | 1
Nc1cc(=O)[nH]c(SCC(=O)Nc2cccc([N+](=O)[O-])c2)n1 | -3 | 10 | -1 | 0 | -4 | 2 | 0.5 | 0.9 | 0.98
COc1ccc([C@@H]2OC2(C(N)=O)C(N)=O)cc1 | -1 | 1 | -1 | 0 | -5 | 1 | 1.3 | 0.99 | 0.99
Cc1ccccc1OCC(=O)OCC(=O)Nc1ccc2c(c1)OCCO2 | 6 | -10 | 0 | 0 | -2 | -13 | 0.6 | 1.1 | 1.1
CCCCc1nnc2c(N(C)S(=O)(=O)c3ccc(C)cc3)nc3ccccc3n12 | 5 | -1 | 0 | -4 | -4 | -16 | 3.6 | 1 | 1.2
O=C(CN(c1ccc(F)cc1)S(=O)(=O)c1ccc2c(c1)OCCO2)Nc1ccccc1 | -5 | -3 | -3 | -2 | -6 | -22 | 5.4 | 1 | 1.2
CC(NC(=O)COC(=O)c1ccccc1F)C1CC2CCC1C2 (centres undefined) | 4 | 14 | -1 | -1 | 2 | 3 | -1.0 | 0.86 | 0.97
COc1ccc(C(=O)Nn2cnc3scc(-c4cccs4)c3c2=O)c(O)c1 | -3 | -4 | -3 | -3 | -4 | 13 | 5.4 | 1 | 0.87
O=C(Nc1ccccc1)c1ccc(CN2CCC(Cc3ccccc3)CC2)cc1 | -4 | -23 | 0 | -19 | -8 | -1 | 0.1 | 1.2 | 1
COc1ccc(OCC(=O)N2CCc3ccccc3C2)cc1 | 0 | -10 | -1 | -4 | -4 | -11 | 0.4 | 1.1 | 1.1
COc1ccc(C(=O)N2CCN(C(=O)c3cc(OC)c(OC)c(OC)c3)CC2)cc1 | -2 | -14 | -2 | -2 | -6 | -9 | -3.0 | 1.1 | 1.1
O=C(CSc1nc2[nH]c(=O)cc(O)c2s1)Nc1cc(Cl)cc(Cl)c1 | -3 | 11 | 5 | -3 | -4 | 14 | 1.1 | 0.89 | 0.86
COc1ccccc1C1CC(=O)Oc2cc(O)ccc21 (centres undefined) | · | · | 1 | 4 | 3 | 13 | -1.8 | · | 0.87
OCCOCCN1CCN(C(=S)Nc2ccccc2)CC1 | -2 | -8 | -2 | -7 | -10 | -13 | -1.8 | 1.1 | 1.1
Cn1c(=O)c(=O)n(C)c2cc(S(=O)(=O)NCCOc3ccccc3)ccc21 | 1 | 12 | -1 | -4 | -5 | 4 | -1.8 | 0.88 | 0.96
CCc1cc(=O)oc2c(C)c(OCC(=O)NCC3CCC(C(=O)O)CC3)ccc12 (centres undefined) | 0 | 6 | -2 | -2 | -10 | 4 | 0.2 | 0.94 | 0.96
COc1ccc(CN2CC(C(=O)NCc3ccc4c(c3)OCO4)CC2=O)cc1 (centres undefined) | 0 | -8 | 1 | 6 | 0 | -10 | -1.2 | 1.1 | 1.1
O=C(Cn1cnc2sc(-c3ccccc3)cc2c1=O)NCc1ccccc1 | -4 | 0 | -1 | 4 | 0 | -3 | -0.2 | 0.99 | 1
CCOC(=O)C1CCN(C(=O)c2ccc(S(=O)(=O)Nc3ccccc3Cl)cc2)CC1 | -3 | 0 | -1 | -3 | -5 | -3 | 0.2 | 1 | 1
Cn1c(COc2ccccc2)nnc1SCC(=O)NNC(=O)C1CCCCC1 | 0 | -42 | 0 | -2 | -4 | -1 | -0.1 | 1.4 | 1
N#Cc1ccc(NC(=O)c2sc3cc(C(F)(F)F)cnc3c2-c2cccs2)cc1 | -1 | 18 | -12 | 0 | -7 | 16 | 2.3 | 0.82 | 0.84
CCc1cccc2c1NC(=O)C2(O)N1CCCC(C)C1 (centres undefined) | 1 | 14 | 3 | -6 | -8 | 3 | 0.1 | 0.86 | 0.97
COC(=O)c1ccc(CNC(=O)c2ccc(S(=O)(=O)N3CCCC(C)C3)cc2)cc1 (centres undefined) | 1 | 10 | -2 | 8 | -1 | -2 | -1.0 | 0.9 | 1
Cc1ccc(NC(=O)CNC(=O)c2ccc(Br)o2)nc1 | 0 | 4 | -2 | -2 | -9 | -8 | -0.2 | 0.96 | 1.1
COc1ccc(-n2c(Cc3cccn3C)nnc2SCC(=O)Nc2ccc(C)cc2)cc1 | -1 | 2 | -4 | -6 | -6 | 7 | -0.5 | 0.98 | 0.93
Cc1c(C)n2c(SCC(=O)Nc3ccc4c(c3)OCCO4)nnc2[nH]c1=O | -4 | -15 | 2 | -4 | -6 | 8 | -0.4 | 1.2 | 0.92
CCOC(=O)c1c(C)[nH]c(N=Nc2cccc(C)c2)c1C | -5 | 18 | 0 | -3 | -7 | 29 | 4.8 | 0.82 | 0.71
Cc1ccc(S(=O)(=O)N2CC3CCCN3c3ccc(C(F)(F)F)cc32)cc1 (centres undefined) | -4 | 0 | -17 | -1 | -6 | 6 | 0.8 | 1 | 0.94
Cc1cc(C(=O)N/N=C/c2cccc(OC(=O)c3ccco3)c2)n[nH]1 | -5 | -45 | -1 | -1 | -6 | 0 | -0.5 | 1.4 | 1

Random excerpt: three entries already listed
SMILES | MIN6 prolif | hIAP block | NR3A LBD binder | APOBEC3A inh | A3G deaminase | mIAP inh | MPTP inh | hIAP act | mIAP act
O=C(Nc1ccccc1)c1ccc(CN2CCC(Cc3ccccc3)CC2)cc1 | -4 | -23 | 0 | -19 | -8 | -1 | 0.1 | 1.2 | 1
CCOC(=O)c1c(C)[nH]c(N=Nc2cccc(C)c2)c1C | -5 | 18 | 0 | -3 | -7 | 29 | 4.8 | 0.82 | 0.71
COc1ccc(CN2CC(C(=O)NCc3ccc4c(c3)OCO4)CC2=O)cc1 (centres undefined) | 0 | -8 | 1 | 6 | 0 | -10 | -1.2 | 1.1 | 1.1

Shown with values under each structure: three of the compounds above
Results follow in this order: MIN6 prolif, hIAP block, NR3A LBD binder, APOBEC3A inh, A3G deaminase, mIAP inh, MPTP inh, hIAP act, mIAP act
> CCOC(=O)C1CCN(C(=O)c2ccc(S(=O)(=O)Nc3ccccc3Cl)cc2)CC1
  -3, 0, -1, -3, -5, -3, 0.2, 1, 1
> Cn1c(COc2ccccc2)nnc1SCC(=O)NNC(=O)C1CCCCC1
  0, -42, 0, -2, -4, -1, -0.1, 1.4, 1
> N#Cc1ccc(NC(=O)c2sc3cc(C(F)(F)F)cnc3c2-c2cccs2)cc1
  -1, 18, -12, 0, -7, 16, 2.3, 0.82, 0.84

Bioassay records deposited in PubChem BioAssay by Sanford-Burnham Center for Chemical Genomics.

The order is random. Share with any hit: about 5%.
